# Screening results as filed in PubChem BioAssay.
# RAD54 inh: inhibitors of human RAD54 branch migration; Q92698; RAD54 Holliday junction branch migration, FAM/BHQ fluorescence; inhibition, % at 10.4 µM; 360,000 compounds, 0.14% hits; AID 602329;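 active = mean normalized replicate activity at least 40 and at least half of replicates scoring 40 or more; inconclusive = only one of the two criteria met; inactive = mean below 40 and under half of replicates reaching 40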;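 note: 0% = median of neutral control wells and 100% = median of positive control wells; inhibitors cause a drop in the FAM fluorescence signal; in these data hits start at about 50%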
# esBAF inh: SWI/SNF esBAF complex inhibition; AID 602393; reporter increase, % at 12.5 µM; mouse ES cells, Bmi1-luciferase knock-in reporter, 24 h; 100% = twice the neutral-well signal; 350,000 compounds, 2% hits; in the data active = activation above about 40%; inconclusive = no clear call, values can overlap the other calls;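 note: 0% = median of the plate's neutral control wells and 100% = double that signal; a rise in the Bmi1 reporter signal indicates esBAF inhibition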
# PglD DTNB: PglD (C. jejuni) enzyme inhibition | purified PglD enzyme, DTNB colorimetric CoA detection | 360,000 compounds, 0.098% hits | inhibition, % at 12.5 µM; in the data active = inhibition above about 16%, passing the limit was not always enough; inconclusive = no clear call, values can overlap the other calls; note: strong numbers were not always called active
# RAD52 inh: RAD52 (human) annealing inhibition. recombinant RAD52 DNA annealing, FRET fluorescence. inhibition, % at 18.7 µM. 360,000 compounds, 0.46% hits. AID 651710;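 active = every replicate showing at least 50% inhibition; inconclusive = mean inhibition at least 50% but not in every replicate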
# Target sequence (P43351 whole entry, looked up): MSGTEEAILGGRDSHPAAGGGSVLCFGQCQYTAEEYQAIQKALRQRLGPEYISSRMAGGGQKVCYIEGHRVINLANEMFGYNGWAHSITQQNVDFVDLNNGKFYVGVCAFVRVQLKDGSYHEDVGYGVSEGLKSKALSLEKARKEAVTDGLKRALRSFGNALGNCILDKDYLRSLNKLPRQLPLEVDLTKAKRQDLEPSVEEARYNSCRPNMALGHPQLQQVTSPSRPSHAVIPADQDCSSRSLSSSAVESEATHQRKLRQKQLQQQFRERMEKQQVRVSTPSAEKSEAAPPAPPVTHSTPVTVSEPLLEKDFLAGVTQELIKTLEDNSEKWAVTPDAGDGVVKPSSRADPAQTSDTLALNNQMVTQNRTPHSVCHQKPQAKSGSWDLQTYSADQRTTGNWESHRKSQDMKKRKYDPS
# ERp5 block: inhibitors of human ERp5; Q15084; 350,000 compounds, 0.05% hits; ERp5 insulin aggregation, absorbance 650 nm, 90 min; AID 651711; inhibition, % at 9.99 µM;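 active = mean replicate inhibition above about 25%, with every replicate also reaching it, limit read from the data, passing the limit was not always enough; inconclusive = only one of those two criteria met; inactive = neither criterion met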
# E-selectin induc: induces E-selectin expression in human endothelial cells; AID 686992; HUVEC E-selectin immunofluorescence imaging; normalized: neutral wells 0, TNF-alpha wells 100; activation, % at 7.58 µM; 260,000 compounds, 0.37% hits; P16581;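 active = mean E-selectin-positive cell signal at least 10% of the positive control, reached in at least 60% of replicates, without over 20% cell loss; inconclusive = no rule given, readout overlaps actives, possibly toxicity-flagged; inactive = the rest, including those meeting only one limit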;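 note: in these data hits start at about 27%; measured in HUVEC primary endothelial cells; signal is the percent of cells scored E-selectin positive by PE staining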
# Target sequence (P16581 whole entry, looked up): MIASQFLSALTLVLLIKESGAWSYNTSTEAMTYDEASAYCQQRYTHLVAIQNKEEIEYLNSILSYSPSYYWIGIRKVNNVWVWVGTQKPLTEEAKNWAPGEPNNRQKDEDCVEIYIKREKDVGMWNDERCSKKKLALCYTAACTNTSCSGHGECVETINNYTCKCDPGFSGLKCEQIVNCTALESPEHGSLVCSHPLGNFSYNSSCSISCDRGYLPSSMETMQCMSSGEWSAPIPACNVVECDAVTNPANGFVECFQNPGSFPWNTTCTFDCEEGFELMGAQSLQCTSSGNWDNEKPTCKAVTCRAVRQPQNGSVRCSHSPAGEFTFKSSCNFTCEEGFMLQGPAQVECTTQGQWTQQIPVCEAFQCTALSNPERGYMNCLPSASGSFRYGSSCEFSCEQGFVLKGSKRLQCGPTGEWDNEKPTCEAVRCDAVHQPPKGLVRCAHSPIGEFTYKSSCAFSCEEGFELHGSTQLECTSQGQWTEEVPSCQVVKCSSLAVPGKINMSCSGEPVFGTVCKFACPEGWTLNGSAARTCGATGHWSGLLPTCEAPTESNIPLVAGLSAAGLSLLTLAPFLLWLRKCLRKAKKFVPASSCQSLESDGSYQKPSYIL
#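 Test system – human umbilical vein endothelial cells (HUVEC), E-selectin induction · Input – 3,000 HUVEC seeded per well · Buffer or medium – EGM-2, gelatin · Compound dosing – single-point compound dose · Detection – immunofluorescence imaging · Measure – percent E-selectin-positive cells · Controls – TNF-alpha high, DMSO low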
# CASP6 VEID inh: inhibitors of human caspase-6; P55212; 350,000 compounds, 0.53% hits; purified caspase-6, Z-VEID-R110 cleavage fluorescence; inhibition, % at 12.5 µM; AID 686996;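 active = mean inhibition across replicates at least about 35%, with every replicate also reaching that limit, limit read from the data; inconclusive = only one of the two criteria met; inactive = neither criterion met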;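 note: 0% = median of neutral control wells and 100% = no fluorescence left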
# ARNT-TACC3 inh: disruptors of human ARNT/TACC3 interaction. Q9Y6A5. 390,000 compounds, 0.66% hits. AlphaScreen His-ARNT PAS-B/GST-TACC3 binding, luminescence; TACC3 fragment carries E629A point mutation. inhibition, % at 9.99 µM;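 active = mean inhibition of replicates at least 50% and at least half of replicates each reaching 50%; inconclusive = half or more replicates reach 50% but mean below 50%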;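 note: 0% = complete ARNT plus TACC3 wells and 100% = ARNT alone without TACC3; many hits fall short of the cut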
# * hit, by the source's call; ? = inconclusive; nt = no result given.
compound,RAD54 inh,esBAF inh,PglD DTNB,RAD52 inh,ERp5 block,E-selectin induc,CASP6 VEID inh,ARNT-TACC3 inh
COc1ccc2c(c1)-c1c(ssc1=S)C(C)(C)N2C(=O)CSC1=NCCS1,14,-10,3,nt,nt,nt,nt,8
Cc1cc2cc(CNC(=S)Nc3ccc(OC(F)F)cc3)ccc2[nH]1,9,13,0,1,-6,-1.5,-1,6
Cc1ccc(S(=O)(=O)NN=CC2(c3ccccc3)CC2)cc1,3,0,0,-8,6,-0.1,2,nt
COc1ccc(NC(=O)O/N=C2/CCCc3ccc(OC)cc32)cc1,-3,14,3,nt,nt,nt,nt,2
COC(=O)NC1CSCC1OC(=O)c1ccc(Br)cc1 (centres undefined),-11,7,0,nt,nt,nt,nt,-17
COc1ccc(C)cc1S(=O)(=O)n1cnc2ccccc21,9,-7,2,-1,3,-0.1,-1,-12
O=C(O)c1ccccc1Sc1ncnc2sccc12,-5,-6,3,-16,2,nt,12,2
C[C@@H]1CCCCO[C@H](CN(C)C(=O)Cc2ccccc2)[C@@H](C)CN([C@@H](C)CO)C(=O)c2cc(NS(=O)(=O)c3ccccc3)ccc2O1,11,2,2,-28,1,3.4,-2,-4
CSc1cc(CS(=O)(=O)c2ccccc2)nc(-c2ccccc2)n1,1,nt,1,-11,0,-0.1,0,-4
COC(=O)Cc1c(C)c2ccc(O)c(CNCc3ccc(OC)c(OC)c3)c2oc1=O,-5,8,-6,2,1,-0.2,-6,-10

# Some of the entries so far, with each value named:
SMILES: CSc1cc(CS(=O)(=O)c2ccccc2)nc(-c2ccccc2)n1
  RAD54 inh: 1
  esBAF inh: nt
  PglD DTNB: 1
  RAD52 inh: -11
  ERp5 block: 0
  E-selectin induc: -0.1
  CASP6 VEID inh: 0
  ARNT-TACC3 inh: -4

SMILES: COC(=O)Cc1c(C)c2ccc(O)c(CNCc3ccc(OC)c(OC)c3)c2oc1=O
  RAD54 inh: -5
  esBAF inh: 8
  PglD DTNB: -6
  RAD52 inh: 2
  ERp5 block: 1
  E-selectin induc: -0.2
  CASP6 VEID inh: -6
  ARNT-TACC3 inh: -10

# (listing goes on)
compound,RAD54 inh,esBAF inh,PglD DTNB,RAD52 inh,ERp5 block,E-selectin induc,CASP6 VEID inh,ARNT-TACC3 inh
COCCNC(=O)CSc1nc2cc(OC)c(OC)cc2c(=O)n1CCc1ccc(S(N)(=O)=O)cc1,-3,-1,0,-10,-6,nt,-2,-5
O=C(Nc1cccc(C(F)(F)F)c1)C1=CC=CN2CCS(=O)(=O)N=C12,10,7,0,-2,2,nt,-1,3
COC(=O)C1=C(C(=O)c2ccccc2)C(c2cccs2)n2nnnc2N1 (centres undefined),-9,-1,-9,nt,nt,nt,nt,-9
O=C(Nc1ccc2c(c1)OCCO2)c1ccc(Cl)c(S(=O)(=O)N2CCOCC2)c1,-3,27,0,nt,nt,nt,nt,10
CN(C)c1ccc(NC(=O)CSc2nc3ccccc3c(=O)n2CC2CCCO2)cc1 (centres undefined),6,6,1,-14,1,nt,0,-6
COc1ccc(C(=O)N/C(=C\c2cn(C)c3ccccc23)C(=O)NCCCn2ccnc2)cc1OC,nt,nt,nt,-2,5,0.1,-9,-2
Cc1cccc(C)c1NCc1nnc(SCC(=O)Nc2nc(-c3ccccc3)cs2)n1-c1ccccc1,-3,-10,5,-13,3,0.6,-3,1
Cc1cc(-c2ccccc2)nc(N(C)C)c1S(C)(=O)=O,nt,nt,nt,-9,-1,1.0,-10,-7
C[C@H]1CN([C@@H](C)CO)C(=O)Cc2cc(NC(=O)Nc3ccccc3)ccc2O[C@H]1CN(C)Cc1ccc(-c2ccccc2)cc1,-5,4,-2,-5,2,0.5,-1,12
CC(C)(O[C@@H]1O[C@H](CO)[C@@H](O)[C@H](O)[C@H]1O)[C@@H]1CC=C(C(=O)O)CC1,-7,-1,5,-4,2,-0.1,0,-3

# Next entries follow:
compound,RAD54 inh,esBAF inh,PglD DTNB,RAD52 inh,ERp5 block,E-selectin induc,CASP6 VEID inh,ARNT-TACC3 inh
O=C(COC(=O)c1cnccn1)c1ccc(Br)cc1,-2,-5,-1,nt,nt,nt,nt,2
COc1ccc(-c2ccc3c(c2)O[C@@H](CN(C)Cc2ccccc2C(=O)O)[C@H](C)CN([C@H](C)CO)S3(=O)=O)cc1,2,3,4,3,10,0.3,3,4
COc1ccc([C@H]2N[C@]3(CCCN(Cc4ccc(Br)cc4)C3=O)[C@H]3C(=O)N(C)C(=O)[C@@H]23)cc1,-7,8,0,0,2,0.0,11,nt
Cc1ccc(S(=O)(=O)NC2=NCN(CC(=O)O)CN2)cc1,4,nt,3,7,3,0.0,-4,-22
O=S(=O)(c1cccc(-c2csc(-c3cccnc3)n2)c1)N1CCCCC1,-20,9,5,nt,nt,nt,nt,1
C[C@@H]1CCCCO[C@@H](CN(C)C(=O)c2ccccc2)[C@H](C)CN([C@@H](C)CO)C(=O)c2cc(NC(=O)CCCN(C)C)ccc2O1,3,-1,-1,-2,2,-0.1,3,1
Brc1ccc(CSc2nnc3ccccn23)cc1,-3,?,9,-6,2,nt,2,-11
O=C(CCS(=O)(=O)c1ccccc1)OCC(=O)N1CCN(S(=O)(=O)c2ccc(Cl)cc2)CC1,-8,nt,0,-48,0,-0.2,0,6
COC(=O)N1C[C@@H]2Oc3nccnc3O[C@@H]2C[C@@H]1c1ccccc1Br,nt,nt,nt,-3,0,-0.1,0,nt
CCOc1ccc2cc(S(=O)(=O)N3CCOCC3)ccc2c1,2,-1,-7,nt,nt,nt,nt,-8

# The list goes on.
compound,RAD54 inh,esBAF inh,PglD DTNB,RAD52 inh,ERp5 block,E-selectin induc,CASP6 VEID inh,ARNT-TACC3 inh
CCn1nnc(-c2ccccc2NC(=O)c2cc(OC)c(OC)c(OC)c2)n1,1,0,-2,0,2,nt,-3,-5
C[C@@H]1CN([C@@H](C)CO)C(=O)c2cccc(NC(=O)CCCCCC(=O)Nc3ccccc3N)c2O[C@H]1CN(C)C,nt,nt,nt,6,3,5.0,1,nt
COc1ccc(-c2nn(C)c(=O)c3ccccc23)cc1CNC(=O)C1CCCCC1,0,0,1,-25,4,nt,3,-4
CC(C)Oc1cc(F)ccc1-c1cc(C(=O)NCCCn2ccnc2)[nH]n1,-11,-1,-3,-3,3,1.3,-6,nt
CCOC(=O)C1C2C=CC3(CN(Cc4ccco4)C(=O)C13)O2 (centres undefined),-9,-3,-3,nt,nt,nt,nt,-16
Cc1ccc(C(=O)N/C(=C/c2ccc(N(C)C)cc2)C(=O)NCC2CCCO2)cc1 (centres undefined),-1,-1,-1,-18,-3,nt,-2,-3
CC(=O)c1c(C)[nH]c(C(=O)Nc2c(C)n(C)n(-c3ccccc3)c2=O)c1C,-1,-4,11,nt,nt,nt,nt,-4
O=C(c1ccccn1)N1CC[C@H]2[C@H](CO)Nc3ccc(C#Cc4ccccc4)cc3[C@H]21,nt,nt,nt,27,-1,1.6,2,nt
CCn1c(SCC(=O)N(C)C2CCCCC2)nc2cc(S(N)(=O)=O)ccc21,0,-4,0,-1,-1,-0.1,0,0
O=c1nccc(SCc2ccc(Cl)cc2Cl)[nH]1,0,1,-2,-13,3,0.2,-3,-8

# Part of the list above, with values under each structure:
# Each structure is followed by: RAD54 inh | esBAF inh | PglD DTNB | RAD52 inh | ERp5 block | E-selectin induc | CASP6 VEID inh | ARNT-TACC3 inh
C[C@@H]1CN([C@@H](C)CO)C(=O)c2cccc(NC(=O)CCCCCC(=O)Nc3ccccc3N)c2O[C@H]1CN(C)C
  nt | nt | nt | 6 | 3 | 5.0 | 1 | nt
COc1ccc(-c2nn(C)c(=O)c3ccccc23)cc1CNC(=O)C1CCCCC1
  0 | 0 | 1 | -25 | 4 | nt | 3 | -4

# More entries.
compound,RAD54 inh,esBAF inh,PglD DTNB,RAD52 inh,ERp5 block,E-selectin induc,CASP6 VEID inh,ARNT-TACC3 inh
O=C1Nc2ccccc2/C1=C\c1cccn1-c1ccc(OC(F)(F)F)cc1,8,-3,-4,nt,nt,nt,nt,8
CC(=O)Nc1ccc(S(=O)(=O)Nc2nccs2)cc1,-5,-1,1,-2,2,nt,0,-3
COc1ccc(OCC(=O)Nc2ccc(NC(=O)c3cccs3)cc2)cc1,15,7,-2,-5,2,0.5,-2,-3
C[C@@H]1CN([C@H](C)CO)C(=O)c2cc(-c3cccc(F)c3)cnc2O[C@H]1CN(C)C(=O)c1cnccn1,-6,1,-1,-7,0,0.6,2,-9
Cc1ccc(C(=O)NCCCN2CCOCC2)o1,2,-11,4,nt,nt,nt,nt,-5
Cc1cccc(C)c1NC(=O)C(c1ccnc2ccccc12)n1c(=O)c(-c2ccccc2)nc2ccccc21 (centres undefined),nt,nt,nt,-18,-2,-0.2,2,nt
C[C@@H]1C(=O)O[C@@H]2CC34[C@H]5C[C@@H](C(C)(C)C)C36[C@H](OC(=O)[C@@H]6O)OC4(C(=O)O5)[C@@]12O (some centres undefined),-6,nt,3,-10,2,-0.1,-1,-7
Cc1cc(C(=O)C(=O)N(C)C)c(C)n1-c1ccc([N+](=O)[O-])cc1,-18,4,-2,nt,nt,nt,nt,-4
Cc1ccc(S(=O)(=O)Nc2ccccc2C(=O)N2CCN(C)CC2)cc1,-2,-4,-12,-7,1,nt,-1,0
O=C(CN1C(=O)C2C3C=CC(C3)C2C1=O)N1CC=C(c2ccccc2)CC1 (centres undefined),3,-5,2,nt,nt,nt,nt,-4

# (further entries)
compound,RAD54 inh,esBAF inh,PglD DTNB,RAD52 inh,ERp5 block,E-selectin induc,CASP6 VEID inh,ARNT-TACC3 inh
CCC1(CC)N=C(c2ccccc2)C(=S)N1,6,-6,1,-12,-11,0.2,-3,-7
Cc1cccc(C(=O)NCCNC(=O)c2ccccn2)c1,-13,3,0,0,-2,0.0,1,-3
Nc1ccc(N(CCO)CCO)cc1,nt,nt,nt,-14,-1,-0.1,28,38
O=C(C1CCOCC1)N1CC(=O)N2[C@H](CO)[C@H](c3ccc(-c4ccccc4F)cc3)[C@@H]2C1,nt,nt,nt,0,-6,0.4,1,nt
Cc1cc(S(=O)(=O)Nc2ccc(C(=O)NCc3ccncc3)cc2)ccc1F,2,2,3,-2,1,0.0,1,-1
C=CCNC(=O)c1scc2c1CCCC2,0,-2,-1,-3,3,nt,1,nt
COc1ccccc1S(=O)(=O)Nc1ccc2c(c1)C(=O)N(C)C[C@@H](OC)[C@H](C)CN[C@@H](C)CO2,9,-5,1,-7,0,-0.2,nt,-4
CCCCn1c(N)c(N(CC(C)C)C(=O)CCC2CCCCC2)c(=O)[nH]c1=O,13,nt,-1,-8,8,nt,4,-54
CC(C)C[C@H]1CNC(=O)C(=O)N1C[C@@H]1CCCN1C[C@H](CC(C)C)N1C[C@H](Cc2ccccc2)N(CCc2ccccc2)C(=O)C1=O,nt,nt,nt,-1,-5,0.9,1,nt
COCC(=O)Nc1ccc2c(c1)C(=O)N(C)C[C@@H](OC)[C@@H](C)CN(C(C)=O)[C@H](C)CO2,1,3,-1,-7,0,-0.2,-4,3
COc1ccc(S(=O)(=O)N(C)C[C@@H]2Oc3ccc(NC(=O)CCC(F)(F)F)cc3CC(=O)N([C@H](C)CO)C[C@H]2C)cc1,8,-3,-1,15,3,1.7,0,-20
C[C@H]1CN([C@@H](C)CO)C(=O)c2ccccc2-c2ccccc2CO[C@H]1CN(C)C(=O)Nc1ccnc(N2CCOCC2)c1,7,0,-1,-3,-3,-0.2,-3,7
Cc1ccccc1NC(=O)COc1coc(CN2CCCc3ccccc32)cc1=O,-1,-3,0,-17,-4,0.2,4,2
